# Assay outcomes as filed in PubChem BioAssay.
# KDM5B inh = Primary screen for KDM5B Histone Demethylases FDH-coupled qHTS; 2.6% of 220,000 active; Lysine-specific demethylase 5B (Homo sapiens), Q9UGL1; Potency, µM (doses to about 57.7 µM), inactives show top-dose activity change, negative = inhibition, actives largely listed as inhibitors; KDM5B demethylase, FDH-coupled NADH fluorescence (FDH is formaldehyde dehydrogenase); active = well fitted inhibition curve with a large enough effect; inconclusive = small, poorly fitted or top-dose-only effect; inactive = no such curve, though single readings can be large or run the other way; note: 0% is about no effect; nearly all actives have a fitted effect of over 70% in size
#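 qHTS format, multiple compound concentrations. Buffer 50 mM HEPES pH 7.5/0.01% Tween-20; 200 nM KDM5BΔAP final; 10 min compound preincubation; substrate-mix levels 12.5 µM peptide, 25 µM α-KG, 0.25 mM NAD⁺; 30 min RT; ΔRFU.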
# An asterisk follows results filed as active; ? = inconclusive; [ ] = another dose, or the depositor's remark. Potency is the fitted concentration of half-maximal effect.
SMILES,KDM5B inh
COc1ccc(-c2nn(-c3ccccc3)cc2C2=NN(S(C)(=O)=O)C(c3ccccc3)C2)cc1 (stereo unspecified),-14%
O=[N+]([O-])c1cc(S(=O)(=O)Nc2ccccc2)ccc1N/N=C/c1sc(Nc2ccccc2)nc1Cl,7%
O=C(NC1CCCN(c2cc(-c3ccccc3)[nH]n2)C1)c1ccc(F)cc1Cl (stereo unspecified),-18%
Cc1c(CC(=O)Nc2ccc3c(c2)OCO3)c(=O)oc2c(C)c(O)ccc12,?
CCn1nc(C)c2c(-c3ccccc3)cc(=O)n(C(C)C(=O)Nc3cccc(F)c3)c21 (stereo unspecified),?
COc1ccccc1Oc1c(C)oc2cc(OC(=O)N3CCOCC3)ccc2c1=O,16%
Cc1cc(C)cc(NC(=O)C2CCN(C(=O)c3cnn(-c4ccccc4)c3-n3cccc3)CC2)c1,-6%
Cc1ccc(C)c(NC(=O)CSc2c(C)cnc3c2c(=O)n(C)c(=O)n3C)c1,4%
CC1CCCN(CCCNC(=O)c2ccc3c(c2)N(Cc2ccc(Cl)cc2)C(=O)c2ccccc2S3(=O)=O)C1 (stereo unspecified),-53%
CN(C)c1ccc(CN[C@H]2C[C@H]3C(=O)NC[C@@H](CCC(=O)N4CCC(O)CC4)N3C2)cc1,?
Cc1cc(Cl)ccc1OCC(=O)N1CCC2(CC1)CC(O)CCO2 (stereo unspecified),4%
COC(=O)c1sc(-c2ccc(C(C)(C)C)cc2)cc1NC(=O)CSCC(=O)O,?
CS(=O)(=O)Oc1ccc2c(=O)c(Oc3ccccc3Br)c(C(F)(F)F)oc2c1,4%
CN(CC1COc2ccccc2O1)C(=O)c1nn(Cc2ccccc2)c(=O)c2ccccc12 (stereo unspecified),13%
CC(C)c1ccc(NC(=O)CN2CCCC2)cc1,4%
Cc1ccc(NC(=O)c2ccc3c(c2)N(S(C)(=O)=O)CC3)c(C)c1,-9%
COc1ccc(OCc2nc(C)c(CCO)c(=O)n2CC(=O)Nc2cccc(Cl)c2)cc1,11%
CC(C)NC(=O)CCC(=O)c1ccc2c(c1)OCCO2,7%
CN1CC2CN(C(=O)NCc3ccc(F)cc3)CC(C1)O2,18%
O=C(CN1CCN(S(=O)(=O)N2CCOCC2)CC1)Nc1ccc(Cl)c(Cl)c1,-4%
Cc1ccccc1OCC(=O)Nc1ccc2nc(SCc3ccccc3)sc2c1,10%
COC(=O)NCC(c1ccco1)N1CCN(c2ccc(OC)cc2)CC1 (stereo unspecified),23%
CCN(CC)CCCNc1sc(S(=O)(=O)c2ccccc2)nc1S(=O)(=O)c1ccc(Cl)cc1,?
O=C(NCc1ccccc1)c1cnc2n1CCN(Cc1ccccn1)CC2,-16%[86.2 µM]
O=C(NCCC1=CCCCC1)c1cc2c(s1)CN(C1CCCC1)C2,?
O=C(Nc1ccc2oc(-c3cccnc3)nc2c1)c1ccc(-c2cccc(Cl)c2)o1,?
O=C(COCC(=O)N1CCN(c2ccccc2)CC1)NCc1ccc2c(c1)OCO2,16%
Cc1nc(-c2ccc(S(=O)(=O)Nc3ccc(F)cc3F)cc2)co1,-21%
N#Cc1ccc(OCC(O)CNCCC2=CCCCC2)cc1 (stereo unspecified),24%
Fc1ccc(OC2CN(Cc3ccc(C(F)(F)F)cc3)C2)c(F)c1,-4%[149 µM]
COc1ccc(CNC(=O)CN2C(=O)CSc3ccc(S(=O)(=O)N4CCOCC4)cc32)c(OC)c1,-4%
CCCN1CCC2(CC1)Oc1c(OC)cccc1C1CC(c3ccc4c(c3)OCO4)=NN12 (stereo unspecified),?
CC1=C(C(=O)Nc2ccc(Cl)cc2)C(c2ccccc2C)n2ncc(C(=O)Nc3ccc(C)cc3)c2N1 (stereo unspecified),?
COC(=O)c1ccc(Cl)cc1NC(=O)N(Cc1ccc(C)o1)C1CCN(C(C)=O)CC1,-26%
Cc1nc(SC(C)c2cccc(F)c2)sc1CC(N)=O (stereo unspecified),-10%
CNC(=O)N1CCC(C2CCN(C(=O)CCn3cccn3)C2)CC1 (stereo unspecified),7%
O=C1CN(Cc2ccc(-c3cccs3)cc2)CCN1c1ccc(Cl)nn1,79µM*
O=C(CN1CCCC1=O)N[C@H]1CN(Cc2ccccc2F)C[C@@H]1C1CC1,?
COc1ccccc1CCC(=O)OCC(=O)Nc1c(Br)cc(C)cc1Br,7%
O=C(NC1CCc2ccccc21)C1CCN(C(=O)c2ncn3c2COC(c2ccccc2)C3)CC1 (stereo unspecified),12%
COc1ccccc1NC(=O)C1=C(C)NC(=O)NC1c1ccco1 (stereo unspecified),-1%
Brc1cccc(-c2noc(CCc3nc4ccccc4[nH]3)n2)c1,-5%
CCCOc1cccc(C(=O)NCCNC(=O)c2ccc(C)nc2)c1,20%
CN(C)C(=O)CN1C(=O)CO[C@H](c2ccc(NC(=O)c3ccccc3)cc2)[C@H]1CO,-4%[86.2 µM]
COc1ccc([C@H]2C[C@@H](O)[C@@H](O)[C@@H]2NS(=O)(=O)c2ccc(C#N)cc2)cc1,18%[86.2 µM]
CCc1nnc(NC(=O)CN2C(=O)NC3(CC(C)CC(C)(C)C3)C2=O)s1 (stereo unspecified),13%
COc1ccccc1CNC(=O)C1N(C(C)C)C(=O)C12CCCC2 (stereo unspecified),7%
CCCCNc1oc(/C=C/c2cccs2)nc1C#N,?
CN(C)Cc1nnc(C2CC(NC(=O)c3ccc4c(c3)CCO4)C2)n1C (stereo unspecified),-12%
NC(=O)[C@@H]1CCCN1C(=O)c1ccc2nc(Cc3ccccc3F)oc2c1,23%
COc1ccc(Br)cc1CNC(=O)CN1C(=O)CCCc2ccccc21,-15%
CCC(CC)c1nn2c(=O)cc(COc3ccc(NC(=O)c4ccccc4C)cc3)nc2s1,9%
Cc1ccc(C)c(CN2C(=O)c3ccccc3S(=O)(=O)c3ccc(C(=O)Nc4cc(F)ccc4F)cc32)c1,?
Cc1nnc(-c2cc(C(=O)NC3CCOCC3)ccn2)n1CCc1ccccc1,10%[86.2 µM]
O=C(CN1CCCC1c1ccc2c(c1)OCCCO2)Nc1ccccc1Cl (stereo unspecified),-2%
COc1ccc(/C=C2\CCc3ccccc3C2=O)cc1Br,16%
COc1ccc(C2CC(=O)c3cnc4c(-c5ccc(F)cc5)c(C)nn4c3C2)cc1OC (stereo unspecified),13%
O=C(Cc1cccs1)N1CCC2(CC1)CC(N(Cc1ccc(F)cc1)C1CC1)CCO2 (stereo unspecified),-4%
CN(C)CC1(O)CCC2(CCN(C(=O)c3cnccn3)CC2)CC1,?
O=C(N1CCCN(c2cc(-c3ccc(Cl)cc3)[nH]n2)CC1)C1(c2ccccc2)CC1,?

# Remaining list, next part:
SMILES,KDM5B inh
Cn1cnnc1Sc1ccc(/C=N/Nc2ccc(S(N)(=O)=O)cc2[N+](=O)[O-])cc1[N+](=O)[O-],-11%
Cc1ccc(S(=O)(=O)Nc2c(O)c3ccccc3oc2=O)cc1C,-1%
O=C(c1ccncc1)N1CCCN(CCc2ccccc2)c2ccccc21,-35%
CCc1c(O)nc(SCC(=O)Nc2nc3ccccc3s2)n(C2CCCCC2)c1=O,-13%
CNC(=O)c1ccc2nc(CCc3ccccc3)oc2c1,-4%
Cn1ccnc1C(=O)N1CCN(C(=O)N2CC3CC(C2)[C@H]2CCCC(=O)N2C3)CC1 (stereo partly specified),22%
CCOC(=O)C1=C(CNCc2ccc(C)cc2)NC(=O)NC1c1ccc(Cl)cc1 (stereo unspecified),9%
O=C(c1cccnc1)N1CC(Oc2ccc(-c3noc(-c4ccccc4)n3)cc2)C1,-6%
COc1cccc(C(=O)Nc2ccccc2OCc2cc(=O)n3ccccc3n2)c1,?
CC(C)(C)c1ccc(C2CC(=O)c3cnc(N)nc3C2)cc1 (stereo unspecified),18%
COc1ccc(CCNC(=O)Cn2c(=O)nc(-c3ccccc3)c3ccccc32)cc1OC,-24%
O=C(c1cn(-c2ccc(Cl)cc2)nn1)N1CCc2ccccc2C1,-17%
COc1ccccc1NS(=O)(=O)c1cccc(C(=O)NCC(c2ccco2)N2CCCC2)c1 (stereo unspecified),-15%
CCCN(CC1CCOC1)S(=O)(=O)c1ccc2c(c1)CCC2 (stereo unspecified),19%
CC(C)NC(=O)N1CC[C@H](c2nc3ccc(F)cc3[nH]2)C1,5%[115 µM]
COC(=O)c1cc(NC(=O)CC23CC4CC(CC(C4)C2)C3)cc(C(=O)OC)c1,-20%
CC(C)(O)C#Cc1ccc(C(=O)NC(Cc2c[nH]c3ccccc23)C(=O)O)cc1 (stereo unspecified),-24%
CCc1nc2c(NC(=O)NCc3ccc(OC)cc3)cccn2n1,-9%
CCCCCn1nc(C(=O)Nc2nc(-c3cc(OC)ccc3OC)cs2)c2ccccc2c1=O,23%
COc1ccc(OCC(=O)NC2CCCc3ccccc32)cc1 (stereo unspecified),15%
CCOC(=O)C(O)(c1ccc(N(C)C(=O)Nc2ccc(Cl)cc2)cc1)C(F)(F)F (stereo unspecified),-14%
COc1ccc(-n2nc(C(=O)Nc3cccc(C)n3)c3c4ccccc4n(C)c3c2=O)cc1,-13%
COCCn1ccc2c(C3=CCOCC3)nc(-c3cccc(CO)c3)cc21,40µM*
Cc1ccc(NC(=O)N2Cc3[nH]cnc3C[C@H]2c2nc(-c3ccncc3)no2)cc1,-28%[86.2 µM]
CS(=O)(=O)c1cccc(C(=O)N2CCN(C(=O)c3ccccc3)CC2)c1,11%
CS(=O)(=O)Cc1ccc(CNCc2cccc3ccccc23)cc1,12%
O=C(O)c1ccc(CN2Cc3[nH]cnc3C[C@H]2c2nc(-c3ccc(F)c(Cl)c3)no2)cc1,25µM*
CC(C)(O)CCc1cccc(C(=O)NC2CCN(c3ncccc3C#N)CC2)c1,22µM*
CCn1nc(C)cc1-c1nn2c(-c3ccc(F)cc3)nnc2s1,-19%
O=c1c2c(n(Cc3ccccc3)n1-c1ccccc1)CN(Cc1cccnc1)CC2,32µM*
CSCCCN1CC(Oc2cccc(C(=O)N3CCCC3)c2)C1,-24%
COc1ccc(S(=O)(=O)[C@H]2CS(=O)(=O)C[C@@H]2NCc2ccccn2)cc1,-25%
Cc1ccc(CCNC(=O)c2ccc3c(c2)N(Cc2cccc(Cl)c2)C(=O)c2ccccc2S3(=O)=O)cc1,-10%
CCN1CCN(Cc2nnc(-c3ccc(C)cc3)o2)CC1,21%
O=C(NC(=O)c1ccccc1O)c1ccc2c(c1)CCO2,3%
COc1ccc(C(=O)N2CC[C@H]3COC(=O)N3c3cc(C)ccc3C2)cc1,-24%[86.2 µM]
COCCOC(=O)/C(C#N)=C\c1ccc(Cl)c(Cl)c1,4%
Cc1ccc(NC(=O)N2CCc3[nH]c4ccc(F)cc4c3C2)cc1,?
CC(C)NC(=O)CNC(=O)c1n[nH]c(=O)c2ccccc12,18%
COc1ccc(CC(=O)N2CCc3nc(-c4ccc(Cl)cc4)nc(-c4ccccc4)c3C2)cc1,-7%
Cc1cccnc1CN1C[C@@H](F)[C@@H](OCc2nc3ccccc3o2)C1,?
CCOC(=O)N1CCC(N2CCN(c3cc(C(C)C)nc(C)n3)CC2)CC1,0%
N#Cc1ccc2nc([C@H]3CCN(Cc4ccc(F)c(F)c4)C3)[nH]c2c1,?
CN1CC(=O)N(c2cccnc2)Cc2c(NCC3CCCCC3)ncnc21,?
C#CCN(C)C(=O)c1onc(-c2ccc(OC)cc2)c1[C@H](C)O,25%[86.2 µM]
CCOc1ccccc1NC(=O)N1CCCCCCNC(=O)[C@@H]2CCCC[C@@H]21,17%
CCN(CC)c1ccc(NC(=O)CN2C(=O)c3cccnc3Oc3ccc(Cl)cc32)c(C)c1,-9%
CN(C(=O)CSc1nnc(-c2ccccc2)o1)C1(c2ccccc2Cl)CCCCC1=O (stereo unspecified),-13%
COCCn1nc2n(c1=O)CCN(Cc1ccc3[nH]ccc3c1)CC2,-5%
COc1ccc(F)cc1C(=O)/C=C/c1cccc(C#N)c1,?
CC1=CC(c2ccccc2)n2nc(NC(=O)CCCC(=O)O)nc2N1 (stereo unspecified),?
Cc1ccc(-c2nnc(SC3=CS(=O)(=O)c4ccccc43)o2)cc1,-5%
Cc1ccc(-c2cn3c(n2)CO[C@@H](CNC(=O)CCC(=O)O)C3)cc1,-27%[86.2 µM]

# Some of the entries above in a different format:
smiles | KDM5B inh
CCOC(=O)N1CCC(N2CCN(c3cc(C(C)C)nc(C)n3)CC2)CC1 | 0%
Cc1ccc(-c2nnc(SC3=CS(=O)(=O)c4ccccc43)o2)cc1 | -5%
COCCn1nc2n(c1=O)CCN(Cc1ccc3[nH]ccc3c1)CC2 | -5%
C#CCN(C)C(=O)c1onc(-c2ccc(OC)cc2)c1[C@H](C)O | 25%[86.2 µM]
CN1CC(=O)N(c2cccnc2)Cc2c(NCC3CCCCC3)ncnc21 | ?
Cc1cccnc1CN1C[C@@H](F)[C@@H](OCc2nc3ccccc3o2)C1 | ?

# Rewritten with values ahead of the structure: four of the compounds above
KDM5B inh	mol
40µM*	COCCn1ccc2c(C3=CCOCC3)nc(-c3cccc(CO)c3)cc21
-28%[86.2 µM]	Cc1ccc(NC(=O)N2Cc3[nH]cnc3C[C@H]2c2nc(-c3ccncc3)no2)cc1
11%	CS(=O)(=O)c1cccc(C(=O)N2CCN(C(=O)c3ccccc3)CC2)c1
12%	CS(=O)(=O)Cc1ccc(CNCc2cccc3ccccc23)cc1

# Not all compounds are listed, so the mix of outcomes need not match the whole.
